RGS4 act: RGS4 potentiators or activators, primary screen, cell-based, HEK293 M3R inducible RGS4, calcium flux. carbachol calcium flux Fluo4; hits give low values. B-score at 10 µM. 310,000 compounds, 0.92% hits;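 active = B-score of the integrated calcium signal more than 4 SD below the library mean, with starting fluorescence not abnormally high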;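 note: negative B-score means reduced calcium response which marks RGS4 activation or potentiation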
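Also added: carbachol at ECmax as muscarinic agonist stimulus; Assay system: HEK293 cells with stable M3R and inducible RGS4; Timing: overnight RGS4 induction, 30 min dye load 37 °C, 20 min compound RT; Measured by: Fluo4-AM (2 µM) calcium-flux fluorescence, kinetic read.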
hERG protect: hERG rescue from dofetilide block, primary screen, cell-based, CHO-hERG, FluxOR thallium flux, dofetilide IC70; dofetilide IC70 present; activation (rescue from dofetilide block), less the hit threshold, % at 10 µM; 310,000 compounds, 0.51% hits; AID 1511, 2009;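 active = activation above the mean of controls blocked by dofetilide plus 5 SD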;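 note: thallium influx through hERG after potassium depolarization seen as dye fluorescence rise; in these data hits start at about 4.7%; inactives centre near -7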
HDAC3 inhib: HDAC3 deacetylase inhibitors, primary screen, biochemical, fluorescence, cell-free homogeneous; Histone deacetylase 3 (Homo sapiens), O15379; recombinant HDAC3, fluorogenic peptide/trypsin coupled; inhibition, % at 8.3 µM; 320,000 compounds, 0.15% hits; in the data active = inhibition above about 26%, passing the limit was not always enough; inconclusive = no clear call, values can overlap the other calls
Target sequence (O15379 whole entry, looked up): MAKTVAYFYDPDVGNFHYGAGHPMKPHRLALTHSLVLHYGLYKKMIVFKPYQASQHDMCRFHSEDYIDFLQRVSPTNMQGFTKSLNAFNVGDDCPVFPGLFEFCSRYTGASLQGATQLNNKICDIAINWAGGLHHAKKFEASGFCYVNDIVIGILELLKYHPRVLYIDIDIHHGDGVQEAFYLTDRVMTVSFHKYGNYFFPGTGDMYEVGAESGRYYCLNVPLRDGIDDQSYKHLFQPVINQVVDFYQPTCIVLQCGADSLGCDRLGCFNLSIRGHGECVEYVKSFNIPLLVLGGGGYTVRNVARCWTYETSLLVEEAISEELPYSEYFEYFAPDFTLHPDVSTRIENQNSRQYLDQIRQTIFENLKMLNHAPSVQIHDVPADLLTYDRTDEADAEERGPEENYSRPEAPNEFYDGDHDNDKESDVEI
KCNQ1 block: inhibitors of human KCNQ1 channel, primary screen, cell-based, thallium flux, high-throughput; Potassium voltage-gated channel subfamily KQT member 1 (Homo sapiens), P51787; CHO-K1 KCNQ1, FluxOR thallium flux fluorescence; hits give high values; B-score at 10 µM; 310,000 compounds, 1.3% hits; AID 2642, 2010;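 active = compounds whose thallium flux B-score, printed positive for inhibition, exceeds three library SD while starting fluorescence stays within three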;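 note: channel opened by potassium depolarization with thallium stimulus after 20 min compound exposure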
Dyrk1A ADPGlo: rat Dyrk1A kinase inhibitors, primary screen, biochemical, single point, plate reader. 310,000 compounds, 0.43% hits. Dual specificity tyrosine-phosphorylation-regulated kinase 1A (Rattus norvegicus), Q63470. AID 504441, 2011. ADP-Glo luminescence, NFATc1 peptide. inhibition, % at 12.5 µM; in the data active = inhibition above about 50%;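 note: plate controls were vehicle with enzyme for no effect and no enzyme for full effect; many of its hits are not listed in these tables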
PolyA inh: polyadenylation inhibitors in yeast reporter cells, primary screen, luminescence, S. cerevisiae; S. cerevisiae SKY197-pL101 polyadenylation reporter, beta-gal luminescence; efflux-impaired pdr1/pdr3 knockout yeast; score 100 = 6 SD above DMSO; calls only at 12 µM; 300,000 compounds, 0.02% hits; AID 1875, 2009;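 active = lowest replicate activity score at least 50, where 100 means six control SD above control mean; inconclusive = lowest score under 50 but half or more replicates reach 50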;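 note: yeast exposed to compound for 9 h at 30 °C; higher score means more reporter readthrough which indicates perturbed polyadenylation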
KCNQ1 act: potentiators or activators of KCNQ1 channel, primary screen, cell-based, thallium flux, high-throughput | Potassium voltage-gated channel subfamily KQT member 1 (Homo sapiens), P51787 | CHO-K1 KCNQ1, thallium flux FluxOR fluorescence; hits give high values | B-score at 10 µM | 310,000 compounds, 0.35% hits;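 active = fluorescence ratio B-score, a plate-corrected score, at least three library SD, with initial intensity B-score within 5 SD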
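assay system = CHO-K1 cells stably expressing KCNQ1 | medium = assay buffer, equal DMSO in all wells | timing = 37 °C overnight plating, 90-min dark dye load, 20-min compound pretreatment | measured by = kinetic FluxOR thallium fluorescence, 10-s 1-Hz baseline, 110-s post-stimulus read | measure = fluorescence change relative to baseline, converted to B score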
KCNK3 inh: human KCNK3 channel inhibitors, primary screen, CHO cells, FluxOR thallium flux, B-score; Potassium channel subfamily K member 3 (Homo sapiens), O14649; FluxOR fluorescence; hits give low values; B-score at 10 µM; 340,000 compounds, 0.84% hits; AID 602410, 2012;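 active = B-score under library mean minus 4 SD, starting fluorescence ratio at most library mean plus 5 SD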;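 note: more negative B-score means stronger inhibition of thallium flux through KCNK3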
GSK3beta inhib: human GSK3beta kinase inhibitors, primary screen, biochemical, cell-free homogeneous, HTS. GST-GSK3beta kinase, ADP-Glo luminescence, 60 min; hits give low values. 300,000 compounds, 0.038% hits. activity score (negative = inhibition), % at 10 µM;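 active = more than half of replicate wells score below -50%, meaning over 50% inhibition versus plate controls; inconclusive = some replicates but at most half score below -50%; inactive = no replicate scores below -50%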;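 note: 0% = median DMSO wells and -100% = median GW8510 positive control wells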
Target sequence (P49841 whole entry, looked up): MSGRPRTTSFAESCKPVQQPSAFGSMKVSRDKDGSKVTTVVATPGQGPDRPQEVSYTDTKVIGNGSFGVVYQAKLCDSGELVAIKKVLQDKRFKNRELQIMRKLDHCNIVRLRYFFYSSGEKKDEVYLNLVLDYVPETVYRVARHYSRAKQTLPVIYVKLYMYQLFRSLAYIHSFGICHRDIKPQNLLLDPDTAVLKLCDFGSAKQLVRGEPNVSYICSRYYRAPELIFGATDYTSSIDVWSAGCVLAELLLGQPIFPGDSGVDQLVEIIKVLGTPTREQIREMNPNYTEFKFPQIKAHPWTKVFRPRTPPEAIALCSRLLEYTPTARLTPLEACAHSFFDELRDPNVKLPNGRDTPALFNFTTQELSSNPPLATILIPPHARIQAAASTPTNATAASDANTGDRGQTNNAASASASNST
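Assay system: GST-tagged human GSK3beta kinase, cell-free; Input: 1.6 ng GSK3beta; Medium: Tris/MgCl2 kinase buffer; Timing: 60 min enzyme reaction, room temperature; Signal: ADP-Glo luminescence quantifying ADP generated by kinase; Evaluation: score relative to plate controls; Benchmarks: DMSO neutral wells and GW8510 at 20 µM as positive.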
KCNK9 block: KCNK9 potassium channel inhibitors, primary screen, HEK293 cells, thallium flux; FluxOR thallium flux fluorescence; hits give low values; Potassium channel subfamily K member 9 (Homo sapiens), Q9NPC2; 310,000 compounds, 1.2% hits; B-score at 10 µM; AID 488922, 2010;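 active = ratio B-score over 3 SD below the library mean, with starting fluorescence within 5 SD of its mean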;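 note: negative B-score means less thallium flux so channel inhibition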
GSK3A inh: blockers of GSK3A enzyme activity – biochemical, luminescence, cell-free homogeneous, HTS, primary screen. inhibition, % at 10 µM. 320,000 compounds, 0.1% hits. AID 2650, 2010. GSK-3 alpha kinase, ADP-Glo luminescence, 60 min;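 in the data active = inhibition above about 50%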;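 note: GST-tagged GSK-3 alpha with peptide substrate and 25 µM ATP; 0% = DMSO neutral wells and 100% = GW8510 positive control wells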
* marks the source's active call; other numbers are inactive results; i = inactive; ? = inconclusive; · = no result given.

smiles,RGS4 act,hERG protect,HDAC3 inhib,KCNQ1 block,Dyrk1A ADPGlo,PolyA inh,KCNQ1 act,KCNK3 inh,GSK3beta inhib,KCNK9 block,GSK3A inh
CCOC(=O)c1sc(=S)n(C)c1NC(=O)c1ccc(C(C)(C)C)cc1,i,-10,10,11*,-13,i,i,i,6,i,-3
CCn1nnc(NC(=O)c2ccc(-c3ccc(Cl)cc3)o2)n1,i,-1,-3,i,0,i,i,i,2,i,-13
CC(C)Oc1ccc(/C=N/NC(=O)C(CSCc2ccccc2)NC(=O)c2ccc([N+](=O)[O-])cc2)cc1 (centres undefined),i,-12,1,i,-2,i,i,i,0,i,0
Cc1cc(NC(=O)CN2C(=O)NC(C)(c3ccc(Cl)cc3)C2=O)no1 (centres undefined),i,-5,2,i,-3,i,i,i,-2,i,2
O=C(CC1Nc2ccccc2NC1=O)Nc1ccc2c(c1)OCO2 (centres undefined),i,-5,5,i,-4,i,i,i,1,i,0
NC(=O)c1c(NC(=O)Cc2ccccc2)sc2c1CCN(Cc1ccccc1)C2,i,-5,-3,i,1,i,i,i,5,i,-2
O=C(CSc1nc(Cc2ccccc2)nc2ccccc12)Nc1ccc2c(c1)OCCO2,i,0,-6,i,6,i,i,i,-2,i,10
CCC(C)[C@H]1COCCS(=O)(=O)N1Cc1ccccc1 (some centres undefined),i,-4,-3,i,-4,i,i,i,3,i,2
COc1ccc(Cc2nc3ccc(C(=O)N(C)CCc4cnn(C)c4)cc3o2)cc1OC,i,-3,·,i,4,i,i,i,-4,i,·
CN(Cc1ccccc1)C(=O)c1ccccc1NC(=O)C1=CSCCO1,i,-6,5,i,-2,i,i,i,4,i,-1
COc1cc(NC(=O)CCCl)cc(-n2cnnn2)c1,i,-4,-4,i,2,i,i,i,3,i,-3
Cc1c(O)ccc(/C(Cc2ccc3ccccc3n2)=N\O)c1O,i,-11,4,i,6,i,i,i,6,i,3

2 entries from above, reformatted:
> Cc1c(O)ccc(/C(Cc2ccc3ccccc3n2)=N\O)c1O
- RGS4 act: i
- hERG protect: -11
- HDAC3 inhib: 4
- KCNQ1 block: i
- Dyrk1A ADPGlo: 6
- PolyA inh: i
- KCNQ1 act: i
- KCNK3 inh: i
- GSK3beta inhib: 6
- KCNK9 block: i
- GSK3A inh: 3
> COc1cc(NC(=O)CCCl)cc(-n2cnnn2)c1
- RGS4 act: i
- hERG protect: -4
- HDAC3 inhib: -4
- KCNQ1 block: i
- Dyrk1A ADPGlo: 2
- PolyA inh: i
- KCNQ1 act: i
- KCNK3 inh: i
- GSK3beta inhib: 3
- KCNK9 block: i
- GSK3A inh: -3

Continuation:
smiles,RGS4 act,hERG protect,HDAC3 inhib,KCNQ1 block,Dyrk1A ADPGlo,PolyA inh,KCNQ1 act,KCNK3 inh,GSK3beta inhib,KCNK9 block,GSK3A inh
C/C(=N\NC(=O)c1ccc2c(c1)OCO2)c1ccc(NS(C)(=O)=O)cc1,i,-4,1,i,11,i,i,i,5,i,1
CN(CCCNC(=O)C1CCC(=O)N1Cc1ccccc1Cl)c1ccccc1 (centres undefined),i,-6,0,i,1,i,i,i,0,i,·
COc1cccc(C(C(=O)NC2CCCCC2)N(C(=O)CNC(=O)c2ccco2)c2cccnc2)c1 (centres undefined),i,-4,-4,i,1,i,i,i,1,i,0
CCCCOC(=O)CSC(=S)N(C)Cc1cccs1,i,-10,3,i,-1,i,i,i,1,i,0
COc1ccccc1NC(=O)COC(=O)/C=C/c1ccccc1[N+](=O)[O-],i,-11,·,i,0,i,i,i,-8,i,·
Cc1ccc(S(=O)(=O)N2CCN(C(=O)c3cccs3)CC2)c(C)c1,i,-9,-2,i,2,i,i,i,0,i,1
Cc1ccc(-c2nnn(CC(=O)NC3CCN(Cc4ccccc4)CC3)n2)cc1,i,-15,1,i,14,i,i,i,-2,i,-25
CCC1CCCCN1Cc1nc2ccccc2c(=O)n1CC(C)=O (centres undefined),i,-7,·,i,6,i,i,i,1,i,-4
CCOC(=O)C1(Cc2ccccc2C(F)(F)F)CCN(CC(O)CO)CC1 (centres undefined),i,-12,2,i,-1,i,i,i,3,i,-2
CCN1C(=O)[C@H]2[C@@H](c3ccc(-c4ccc(OC)cc4)c(OC)c3)N3CCCC[C@@]3(C(=O)OC)[C@H]2C1=O,i,-5,?,i,0,i,i,i,-1,i,-1
CCCC/C(C)=N/NC(=O)c1cn(-c2ccccc2)nc1-c1ccccc1,i,-21,-1,i,5,i,i,i,-3,i,-1
COc1ccc(CC(=O)Nc2ccc(C(=O)NC(C)(C)C)cc2)cc1OC,i,-7,0,i,-17,i,i,i,2,i,1
COc1cccc(N2CCN(C(=O)c3ccc(Cl)c(NC4=NC5CS(=O)(=O)CC5S4)c3)CC2)c1 (centres undefined),i,-12,-7,i,-9,i,i,i,-3,i,1
COc1ccc(-c2cc(C(=O)NCCCN3CCOCC3)c3cc(C(C)C)ccc3n2)cc1,i,-9,-28,i,·,i,i,i,3,i,2
CCOP(=O)(OCC)/C(=C/N1CCCCC1)NC(=O)c1ccccc1,i,-5,12,i,-1,i,i,i,0,i,-1
C=CCNS(=O)(=O)c1ccc2nsnc2c1,i,-7,7,i,5,i,i,i,4,i,-1
CCC(C)NC(=O)C(Cc1ccccc1)NS(=O)(=O)c1ccc2c(c1)oc(=O)n2C (centres undefined),i,-4,2,i,-13,i,i,i,6,i,-1
S=c1[nH]nc(CN2CCCCC2)n1Cc1ccccc1,i,-3,-2,i,·,i,i,i,-6,i,-2
Cc1nn(-c2cccc(Cl)c2)c2nc(C(F)(F)F)[nH]c(=O)c12,i,-11,0,i,4,i,i,i,4,i,-2
CCC1CN(S(=O)(=O)c2ccc3c(c2)NC(=O)CC(=O)N3)c2cc(Cl)ccc2O1 (centres undefined),i,-8,1,i,-2,i,i,i,1,i,-3
CCN(c1ccc(OC)cc1)S(=O)(=O)c1ccc(-c2cc(C)no2)s1,i,0,4,i,2,i,i,-12*,1,i,-1
CCOC(=O)C1C(c2cccs2)NC(=O)N(C)C1(O)C(F)(F)F (centres undefined),i,-2,-2,i,9,i,i,i,0,i,-2
O=C(Nc1ccc2nc3n(c(=O)c2c1)CCCC3)c1ccc(Cl)nc1,i,-7,4,i,-10,i,i,i,1,i,-1
COc1ccc(OC)c(C2N(c3ccc(Cl)cc3)C(=O)C3CCCN32)c1 (centres undefined),i,-10,1,i,1,i,i,i,-1,i,-1
Cc1ccc(-n2ncc3c(=O)n(CC(=O)N4CCCc5ccccc54)cnc32)cc1C,i,-6,·,i,-7,i,i,i,1,i,·
CCC1SC2=NC(C)=C(C(=O)OCCOC)C(/C=C/c3ccccc3OC)N2C1=O (centres undefined),i,-14,-14,i,-2,i,i,i,-1,i,-1
O=C(Nc1ccc(Cl)cc1)Nc1ccc2c(c1)OCO2,i,-12,·,i,6,i,i,i,-2,i,-4
O=C(CN(CCc1ccccc1)C(=O)Cn1nnc(-c2cccs2)n1)NCc1ccco1,i,3,1,i,-2,i,i,i,0,i,-2
CCOCc1cnc(C)nc1NCC(=O)c1c(C)[nH]c2cc(C)ccc12,i,-8,-3,i,-5,i,i,i,3,i,1
COCCOC(=O)C1=C(C)NC(SCC(=O)NC(C)(C)C)=C(C#N)C1c1ccco1 (centres undefined),i,-8,·,i,5,i,i,i,-3,i,·
C=CCN(C(=O)c1csnn1)C(C(=O)NC(C)(C)C)c1ccncc1 (centres undefined),i,-3,3,i,0,i,i,i,3,i,2
Nn1c(SCC(=O)Nc2cc(C(F)(F)F)ccc2Cl)nncc1=O,i,-6,4,i,11,i,i,i,-1,i,-1
O=C(Cn1c(-c2cscn2)nc2ccccc21)Nc1ccc(Cl)cc1,i,-6,16,i,-11,i,i,i,1,i,0
Cc1ccc(/C(=N\O)c2oc3c(C)c4oc(=O)cc(C)c4cc3c2C)cc1,-8.1*,-6,1,8*,3,i,i,i,1,-9.3*,-1
Cc1ccc(CSc2ccc(-c3ccco3)nn2)cc1,i,-10,-1,i,-8,i,i,i,-6,i,-5
CCOc1cc(NC(=O)C2CCCCC2)c(OCC)cc1NC(=O)c1ccco1,i,-9,3,i,-4,i,i,i,-2,i,-2
Cc1cc(NC(=O)/C=C/C(=O)N(c2ccccc2C)C(C(=O)NC2CCCC2)c2ccc(F)cc2)no1 (centres undefined),i,3,14,i,-2,i,i,i,1,i,6
Cc1ccc2cc(CN(CCCO)S(=O)(=O)c3cccc4nsnc34)c(=O)[nH]c2c1C,i,-11,1,i,2,i,i,i,-1,i,2
O=C(NC(=S)Nc1ccccc1N1CCCCC1)c1ccco1,i,14*,0,i,1,i,i,i,-3,i,-4

2 of these compounds, set out differently.
> Cc1ccc(CSc2ccc(-c3ccco3)nn2)cc1
  RGS4 act = i
  hERG protect = -10
  HDAC3 inhib = -1
  KCNQ1 block = i
  Dyrk1A ADPGlo = -8
  PolyA inh = i
  KCNQ1 act = i
  KCNK3 inh = i
  GSK3beta inhib = -6
  KCNK9 block = i
  GSK3A inh = -5
> CCOc1cc(NC(=O)C2CCCCC2)c(OCC)cc1NC(=O)c1ccco1
  RGS4 act = i
  hERG protect = -9
  HDAC3 inhib = 3
  KCNQ1 block = i
  Dyrk1A ADPGlo = -4
  PolyA inh = i
  KCNQ1 act = i
  KCNK3 inh = i
  GSK3beta inhib = -2
  KCNK9 block = i
  GSK3A inh = -2

An excerpt; count on the stated rates, not on these rows.
